# RXFP1 antag: antagonists of human relaxin receptor RXFP1 | Q9HBX9 | HEK293-RXFP1, relaxin-stimulated cAMP HTRF, 30 min; active compounds read low | activity change, negative = inhibition, % at 57.5 µM | 0.59% of 350,000 active | AID 1259400;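 active means activity change of -60% or lower, but not beyond a set lower limit; inconclusive means change between -60% and -40%, or beyond the set limit; inactive means change above -40%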; further: on the % scale 0 is the no-effect control and ±100 the full control effect
# D2 antag: antagonists of human D2 dopamine receptor. P14416. HEK293 TREx D2 cells, calcium flux, dopamine EC80. inhibition, % at 10 µM. 2% of 340,000 active; in the data active means inhibition above about 30%; further: 0% is about no effect
# Target sequence (P14416 whole entry, looked up): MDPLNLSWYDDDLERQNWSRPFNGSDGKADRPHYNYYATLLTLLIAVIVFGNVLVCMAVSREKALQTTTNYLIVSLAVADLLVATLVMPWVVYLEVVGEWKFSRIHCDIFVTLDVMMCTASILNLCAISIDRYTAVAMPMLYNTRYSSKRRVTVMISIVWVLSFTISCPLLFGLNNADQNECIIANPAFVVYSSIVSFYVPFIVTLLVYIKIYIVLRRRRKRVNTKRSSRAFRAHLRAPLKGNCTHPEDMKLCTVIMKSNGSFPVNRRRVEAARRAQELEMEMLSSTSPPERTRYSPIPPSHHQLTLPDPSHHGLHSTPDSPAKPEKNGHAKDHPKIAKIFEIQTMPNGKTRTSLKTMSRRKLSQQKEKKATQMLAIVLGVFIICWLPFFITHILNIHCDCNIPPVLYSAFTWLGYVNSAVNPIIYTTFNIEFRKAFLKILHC
#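 Inhibition of EC80 dopamine-driven calcium flux, recorded kinetically, defines activity here; cells are a tetracycline-induced HEK293 T-REx line expressing force-coupled D2.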
# TRHR enhancer: allosteric enhancers of human TRH receptor | enhancement, % at 2 µM | TRHR cells, fluo-8 calcium fluorescence, EC20 TRH enhancement | P34981 | 0.66% of 360,000 active; in the data active means enhancement above about 30%; further: 0% is about no effect
#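 TRHR-expressing cells loaded with fluo-8 calcium dye were read kinetically (ex 480/em 530) during compound addition, then stimulated with an EC20 of TRH (10 nM final). Enhancement of the Gq-mediated intracellular calcium response was scored.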
# D2 ag: agonists of human D2 dopamine receptor; activation, % at 2 µM; P14416; HEK293 T-REx D2 cells, calcium flux agonist mode; 0.53% of 340,000 active;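 active means activation over 3 SD above normal in the single-dose calcium agonist read, cut at about 30% in these data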; further: 0% is about no effect
#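 Agonism is scored from calcium flux in a force-coupled, inducible HEK293 cell line expressing D2, read kinetically for 180 s after compound addition against dopamine controls.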
# RXFP1 agonist: activates the human relaxin receptor RXFP1 | HEK293T-RXFP1 cAMP TR-FRET, 30 min; response scale: percent of porcine relaxin response, buffer zero | Potency, µM (series often up to 57.5 µM), without a hit: top-dose activation, actives largely listed as activators | 0.3% of 370,000 active | AID 2676; active means well fitted activation curve with a large enough effect; inconclusive means small, poorly fitted or top-dose-only effect; further: potency means the concentration at half of the fitted maximal effect; on the % scale 0 is the no-effect control and ±100 the full control effect; nearly all actives have a fitted effect of over 60% in size; many of its hits are not listed in these tables
#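 cAMP rise read by TR-FRET after 30 min, 37C compound exposure (up to 58 uM) in RXFP1-transfected HEK293 cells with Ro 20174 present. EC50 from Hill-equation fits, with 29 nM porcine relaxin as 100% and buffer as basal.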
# D1 potentiator: potentiators of human D1 dopamine receptor. potentiation, % at 10 µM. HEK293 TREx D1 cells, calcium flux, dopamine EC20 potentiation. AID 504651. 0.036% of 360,000 active. P21728; in the data active means potentiation above about 30%; further: 0% is about no effect
# Target sequence (P21728 whole entry, looked up): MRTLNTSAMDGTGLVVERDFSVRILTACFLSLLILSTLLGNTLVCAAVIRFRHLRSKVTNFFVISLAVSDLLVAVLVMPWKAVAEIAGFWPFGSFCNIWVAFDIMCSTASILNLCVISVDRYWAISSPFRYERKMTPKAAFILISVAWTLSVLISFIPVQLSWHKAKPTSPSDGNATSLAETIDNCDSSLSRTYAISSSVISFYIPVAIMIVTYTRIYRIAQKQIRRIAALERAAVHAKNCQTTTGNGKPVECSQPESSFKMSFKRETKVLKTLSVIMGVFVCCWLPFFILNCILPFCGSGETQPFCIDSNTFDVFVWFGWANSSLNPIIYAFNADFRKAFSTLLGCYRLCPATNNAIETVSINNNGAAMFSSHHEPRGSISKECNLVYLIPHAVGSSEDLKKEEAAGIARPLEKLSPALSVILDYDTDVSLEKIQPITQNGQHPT
# D2 PAM: positive allosteric modulators of human D2 dopamine receptor; HEK293 T-REx D2, calcium flux, EC20 dopamine potentiation; P14416; AID 485347; 0.34% of 340,000 active; potentiation, % at 10 µM;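 active means potentiation over 3 SD above the plate norm, cut at about 30% in these data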; further: 0% is about no effect
#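 Cells plated with tetracycline inducer and held overnight at 30 C; calcium dye loaded 30–90 min at room temperature; baseline taken, compound added and read 180 s; EC20 dopamine then added and read 180 s.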
# D1 antag: blocks dopamine activation of the human D1 receptor; P21728; HEK293 TREx D1 cells, calcium flux, dopamine EC80; active compounds read low; activity change, negative = inhibition, % at 10 µM; 3.2% of 360,000 active; in the data active means activity change below about -30%; further: on the % scale 0 is the no-effect control and ±100 the full control effect
#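 Calcium flux readout: force-coupled, inducible Hek293 Trex D1 line, cells induced overnight at 30 C with tetracycline, dye-loaded 30–90 min at RT. Antagonism scored against EC80 dopamine challenge given 180 s after compound.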
# D1 agonist: agonists of human D1 dopamine receptor; P21728; HEK293 T-REx D1 cells, calcium flux, agonist mode; activation, % at 2 µM; 1% of 360,000 active; AID 504660; in the data active means activation above about 30%; further: 0% is about no effect
#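 Agonism was scored from calcium flux recorded over 180 s (1 read/s) after pintool compound addition, following a 10-cycle baseline. Cells were inducible force-coupled HEK293 TREx D1, plated overnight at 30 C and loaded with no-wash calcium dye.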
# An asterisk follows results filed as active; ? = inconclusive; nt = not tested or not shown; & = joins results of further samples; ! = a repeat was not active.
# The line under a structure holds: RXFP1 antag, D1 agonist, D1 potentiator, D2 ag, RXFP1 agonist, D1 antag, D2 PAM, D2 antag, TRHR enhancer
O=C(C1CCC(CNc2nc(=S)[nH]c3ccccc23)CC1)N1CCN(c2ccccn2)CC1 (stereo not drawn)
 : -27, 1, 0, 0.2, 2.5%, -1, 4, 29, 0
O=C(O)c1nn2cc(CCO)cnc2c1Cl
 : 10, 3, -7, 1.0, ?, -23, 34*, -6, 5
CCCCN(C(=O)CCn1c(=O)oc2ccccc21)c1ccccc1
 : 2, 9&0, 2&4, -0.8&-0.8, 1.6%&2.8%, -12&13, 3&-8, -2, 4&-11
CC(C)c1ccc(C2C3=C(CC(C)(C)CC3=O)NC3=C2C(=O)c2ccccc23)cc1 (stereo not drawn)
 : 10, 1, -1, -0.9, -2.4%, 7, -4, -16, 0
COc1ccc(OC)c(C(=O)c2c(N)c(-c3nc(-c4ccc(C)c(C)c4)cs3)c3ccccn23)c1
 : 4, 0, -1, -1.0, 2.4%, -3, 11, nt, 14
COc1ccc(C(=O)Nc2ccccc2NC(=O)c2ccco2)cc1OC
 : -8, 2, 2, -0.7, -1.2%, 12, -13, -3, -10
C=CCSc1nc(N)c2c3c(sc2n1)CN(C)CC3
 : 6, 2, -3, 0.0, 12%, -12, 9, 22, 0
Cc1cccc(N2CCN(c3ncnc4onc(C)c34)CC2)c1C
 : nt, 1, -10, 0.2, 1.3%, -19, -4, nt, 18
Cc1cccc(N2CCN(C(c3ccc(N(C)C)cc3)c3nnnn3C(C)(C)C)CC2)c1C (stereo not drawn)
 : -2, 7, -4, 1.8, 0.2%, 1, -4, 9, -1
CN(C)c1ccnc(-n2cccc2/C=N/OCc2cccc(F)c2)c1C#N
 : -7, 4, -2, 0.0, 3.2%, -19, 3, 18, 0
Cc1ccc(N2CCN(S(=O)(=O)c3c(C)noc3C)CC2C)cc1 (stereo not drawn)
 : -38, -1, -9, -0.8, -0.5%, 1, 10, -5, -6
COc1ccc(Cc2nnc(NC(=O)CSc3ccc(Cl)cc3)s2)cc1OC
 : nt, 98*, 2, nt, -1.7%, 64, nt, nt, 29
CCOc1ccc(N(CC(=O)Nc2cc(Cl)ccc2C)S(C)(=O)=O)cc1
 : -6, 1, -4, -0.4, 3.6%, -4, -4, 2, -5
CC(C)N1CC(C(=O)Nc2nc3ccccc3s2)CC1=O (stereo not drawn)
 : 3, 3, -4, 0.4, -2.2%, -9, -8, -10, 2
CC1SC(C)C(=O)N(CC(=O)NCc2ccc(F)cc2)C1=O (stereo not drawn)
 : 3, 0, -1, 0.4, 0.0%, 8, 4, -4, 39*
Cc1ccccc1Nc1nc(N)nc(COC(=O)[C@@H](NC(=O)c2c(F)cccc2F)C(C)C)n1
 : 2, 1, -12, 0.2, -0.3%, -2, 5, 0, 0
CCn1c(C)c(C)c2cc(C(=O)NCCc3cc(OC)c(OC)c(OC)c3)ccc21
 : -19, 2, -5, -0.3, -0.1%, -18, -6, nt, -3
CN(C)/C=C(/C(=O)c1ccc(Cl)cc1)S(C)(=O)=O
 : -4, 1, -5, 0.3, 0.8%, -1, 0, 8, -2
O=C1C(c2ccc(F)cc2)N(CCc2ccc(Cl)cc2)C(=O)CN1C1CCCCCC1 (stereo not drawn)
 : -3, 6, 1, 0.7, 2.3%, -18, 9, nt, -3
Cc1cc(-c2ccccc2)nc2cc(C(=O)NCCCn3ccnc3)nn12
 : 7, -1, -5, nt, 6.3%, 13, nt, nt, 7
CCN(CC(=O)NCc1cccs1)S(=O)(=O)c1c(F)cccc1F
 : -3, -1, -9, 0.4, -2.2%, -2, 4, -19, -5
Fc1ccc(N/N=C2/CC(c3ccccc3)Oc3ccccc32)c(F)c1 (stereo not drawn)
 : -15, 2, 4, -0.3, 0.8%, 11, -4, 3, -3
N=C1C(=O)OCC1c1ccccc1NC(=O)c1ccc(F)cc1 (stereo not drawn)
 : 6, 4, 1, 0.3, 1.4%, -14, 6, -3, -13
Cc1ccc(Cl)cc1N1CCN(C(=O)C(C)n2ncn3cccc3c2=O)CC1 (stereo not drawn)
 : -1&-18, 6&-1, -8&3, -0.4&0.4, 28µM*!, -23&9, 2&5, 2, -3&8
COc1cc(NC(=O)CSCC(=O)Nc2cccc(C(F)(F)F)c2)c(Cl)cc1Cl
 : -1, 24, -5, -0.5, 2.1%, -19, 3, 2, 6
CC(C)(C)c1ccc2c(c1)C(=O)c1ccccc1C2=O
 : -4, 3, 1, 0.3, 0.7%, 5, -1, 14, 3
Cc1cccc(OCC(=O)Nc2ccc(S(=O)(=O)N3CCCC3)cc2)c1
 : -31, 10, -8, nt, -0.4%, -16, nt, nt, 0
Cc1ncc(CO)c(CNc2ccc(Oc3ccccc3)cc2)c1O
 : -2, 10, -8, 1.3, 1.1%, -37*, -6, 8, -5
Cc1ccc2c(c1)c1c(n2CC2COC(C)(C)O2)C(=O)CCC1 (stereo not drawn)
 : -12, 3, 2, 0.6, 4.1%, -10, 7, -2, 1
O=C(NCc1ccccc1F)C(=O)NCC(c1cccs1)S(=O)(=O)c1cccs1 (stereo not drawn)
 : nt, 2, -2, 1.6, 0.9%, nt, 0, nt, -1

# 4 compounds from above, limited to D2 antag and D1 antag:
Compound | D2 antag | D1 antag
CCN(CC(=O)NCc1cccs1)S(=O)(=O)c1c(F)cccc1F | -19 | -2
CCn1c(C)c(C)c2cc(C(=O)NCCc3cc(OC)c(OC)c(OC)c3)ccc21 | nt | -18
COc1ccc(C(=O)Nc2ccccc2NC(=O)c2ccco2)cc1OC | -3 | 12
CC(C)(C)c1ccc2c(c1)C(=O)c1ccccc1C2=O | 14 | 5

# Going on with the list:
# The line under a structure holds: RXFP1 antag, D1 agonist, D1 potentiator, D2 ag, RXFP1 agonist, D1 antag, D2 PAM, D2 antag, TRHR enhancer
CC(OC(=O)CCN1C(=O)C2CC=CCC2C1=O)C(=O)Nc1cccc(Cl)c1 (stereo not drawn)
 : -9, 8, -3, -0.2, 0.5%, -13, -10, 10, 8
CCOC(=O)c1ccc(Nc2sc(C(=O)c3cccc([N+](=O)[O-])c3)c(N)c2C#N)cc1
 : -1, 10, 1, 0.4, -1.7%, -32*, 10, -11, 2
COc1ccc(N2CC(NC(=O)c3ccc4c(c3)OCO4)CC2=O)cc1 (stereo not drawn)
 : 1, -3, 0, -4.7, -0.5%, nt, 6, nt, 7
COc1cc(Br)c(CNc2cc(C)ccc2C)cc1OC
 : -15, 6, -4, 1.6, -0.3%, -19, 1, 7, 2
CCc1cc(-c2[nH]ncc2-c2nc3ccccc3n2C)c(O)cc1O
 : -7, 2, 10, nt, -0.7%, 4, 1, nt, 4
CC(C)C(=O)Nc1cccc(-c2cn3ccsc3n2)c1
 : -6, 1, -7, 0.7, 0.8%, -7, -12, -3, -3
CCNC(=O)CN(CCc1ccccc1)S(C)(=O)=O
 : -20, 3, -5, 0.3, 1.0%, 3, 3, 4, 3
CCc1nc2ccccc2nc1N1CCN(S(=O)(=O)c2ccc(Cl)cc2)CC1
 : -30, 8, -4, 0.4, ?, 0, -3, -9, -5
Cc1cc(NC(=O)CSCCc2ccncc2)no1
 : nt, -1, -3, -0.4, 1.3%, -4, 0, 8, 3
OCC#Cc1ncc(C(F)(F)F)cc1Cl
 : -11, 1, -3, 0.2, -0.4%, 8, 2, -2, 0
COc1ccccc1/C=N\N=C(\N)c1ccccn1
 : -28, -1, -1, nt, 1.6%, 3, -5, nt, -6
O=C(Sc1cccc2cccnc12)c1ccccc1Br
 : nt, -1, -3, -2.1, 2.5%, -9, -3, -4, -8
COc1ccc(Br)cc1/C(C)=N/NC1=NCCN1
 : -1, 14, -2, 0.8, -1.1%, nt, -24, 33*, -15
CC(NC(=O)C12CC3CC(CC(C3)C1)C2)C(=O)N/N=C/C1=C(N2CCOCC2)C(=C\c2ccccc2)/CC1 (stereo not drawn)
 : -27, -1, -5, -0.3, 2.5%, 11, -3, 17, 0
CCc1ccc(C(=O)NC(CCSC)C(=O)OC)cc1 (stereo not drawn)
 : -8, 2, -4, 0.8, 2.3%, -2, 6, -16, 3
COc1ccc(N(C(=O)c2ccco2)C(C(=O)NC2CCCC2)c2cccs2)cc1OC (stereo not drawn)
 : -8, 0, 2, 0.6, -0.6%, -4, 4, 2, -5
Cc1noc(C)c1COc1cccc(C(=O)N(C)Cc2cccs2)c1
 : 4, 0, 4, -0.2, 1.8%, -6, -1, 4, -2
CCCCNC(=O)N1CCN(C(=O)C2CCCO2)CC1 (stereo not drawn)
 : -7, 5, 3, 1.8, 1.1%, 0, -2, -24, -5
Cc1ccc(N)c2c1OCCC2=O
 : 8, 2, 1, -0.4, 2.1%, 1, 3, 9, -2
CCC1CN(C(=O)N2CCC(C(=O)NCc3ccccc3OC)CC2)c2ccccc2O1 (stereo not drawn)
 : -16, 4, -1, 0.5, 1.3%, 2, -9, 4, -2
CCn1c2ccccc2c2cc(NC(=O)COC(=O)c3cc(S(=O)(=O)N4CCCCC4)ccc3Cl)ccc21
 : 2, 0, -11, 1.0, 2.7%, 11, -4, -7, -5
COc1cccc2c(SCC(=O)N/N=C/c3ccc(O)cc3O)cc(C)nc12
 : 16, 0, -8, 3.1, 0.9%, -9, -5, 4, -2
CCCOc1ccc(C(=O)CCC(=O)OC(C)C(=O)Nc2ccc(NC(C)=O)cc2)cc1 (stereo not drawn)
 : -6, 1, -5, 0.1, 0.3%, -17, 9, 8, 9
O=C(CNc1cccc(S(=O)(=O)N2CCCC2)c1)Nc1ccc(F)c(F)c1
 : -15, 7, -6, 0.2, 0.0%, 1, -10, 9, -2
c1ccc(-n2ncc3c(NCc4ccco4)ncnc32)cc1
 : -9, 11, -1, 1.3, 2.3%, 7, -1, -4, 18
Cc1nc2ccccc2c2oc(C(=O)N3CCc4ccccc43)cc12
 : nt, 1, -7, -0.4, -1.8%, -2, 9, -7, -5
N#CCc1nn2c3c(cnc2c1C#N)C(=O)CCC3
 : 6, 3, -4, nt, 9.9%, nt, nt, nt, -3
CCOc1cc(/C=C/C(=O)O)ccc1OCCOc1ccccc1
 : -9, 4, -1, 0.3, 0.8%, -2, -5, 0, 9
COc1ccc(/C(C)=N/NC(=O)c2sccc2-n2cccc2)cc1
 : -4, 1, 4, -1.1, -0.9%, 2, -1, -23, 0
CCOP(=O)(/C(C#N)=C(\C)O)c1ccccc1 (stereo not drawn)
 : -2, 3, 0, 2.1, 2.0%, 1, -6, -7, -3
CCOc1ccccc1N1CCN(C(=O)C(F)(F)F)CC1
 : -3, -1, 8, -0.9, 0.0%, 1, -5, -1, 3
CC(=O)c1c(C)[nH]c(C(=O)OCC(=O)N2CCCC2=O)c1C
 : -7, 4, -7, 0.5, 2.2%, 3, -6, 7, 4
COc1ccccc1CNC(=O)CCCc1nnc2n(C)c(=O)c3sccc3n12
 : 14, 1, -4, 0.6, ?, -6, 4, -3, -1
NC(=O)C1CCN(C(=S)NCCc2ccccc2)CC1
 : -8, 0, -11, -0.6, -1.7%, 2, 1, -9, -1
CCOc1cc(C(=O)NCCc2sc(-c3ccc(F)cc3)nc2C)cc(OCC)c1OCC
 : -16, 7, -3, 0.0, -1.3%, 3, 12, nt, -3

# Some of the compounds tested; rates above refer to the full screens.
